From PubChem BioAssay
14-3-3g Raf: modulators of 14-3-3 gamma protein binding, primary screen, biochemical, fluorescence polarization | inhibition, % at 40 µM | actives 0.19% (n = 160,000) | 14-3-3 protein gamma (Homo sapiens), P61981 | AID 422, 2006 | FP, 14-3-3gamma / TMR-pS259-Raf peptide binding; in the data active = inhibition above about 30%;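 also: 0% = protein plus tracer without compound and 100% = blank with tracer alone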
Target sequence (P61981 whole entry, looked up): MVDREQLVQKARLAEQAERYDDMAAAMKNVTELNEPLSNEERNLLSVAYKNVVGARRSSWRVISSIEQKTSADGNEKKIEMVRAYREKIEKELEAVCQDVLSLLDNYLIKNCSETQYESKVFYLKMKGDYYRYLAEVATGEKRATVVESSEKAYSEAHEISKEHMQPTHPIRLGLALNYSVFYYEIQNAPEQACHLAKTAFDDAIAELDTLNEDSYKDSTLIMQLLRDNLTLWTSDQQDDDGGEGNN
Active calls of the source: *; & = joins results of further samples. This is a subset, so the mix of outcomes need not match the whole.

14-3-3g Raf	canonical_smiles
-3.9	CC1CC(C)CN(C(=O)c2ccc(N3CC4CC(C3)c3cccc(=O)n3C4)c([N+](=O)[O-])c2)C1 (stereo not drawn)
-6.3&1.3	Cc1nc2c(C(=O)N3CCCCC3)cnn2c(C)c1Cc1ccccc1F
-2.6	COc1cccc2c1OC1(C)CC2NC(=S)N1c1c(C)cccc1C (stereo not drawn)
-145.6	N#CC1(C#N)C(c2ccc(Cl)cc2)C(C(=O)c2cccs2)N2c3ccccc3C=CC21 (stereo not drawn)
2.2	CCOC(=O)C1CCN(C(=O)c2ccccc2NC(=O)c2ccc(Cl)cc2)CC1
-19.2	CC1CCCCN1C(=O)Cn1nnc(-c2cccnc2)n1 (stereo not drawn)
-238.8	Cc1ccc2nc(Cl)c(C3CC(c4ccc(Br)cc4)=NN3S(C)(=O)=O)cc2c1 (stereo not drawn)
-5.6	CN(C)c1ccc(NC(=O)CN2CCN(CC(=O)Nc3ccc(Br)cc3)CC2)cc1
-2.7	CC12C=CC(C)(O1)C1C(=O)N(c3cccc4ccccc34)C(=O)C12 (stereo not drawn)
-10.4	COC(=O)C1=CN(C(C)C)C=C(C(=O)OC)C1c1cc(Br)c(OC)c(OC)c1
1.4	Cc1onc(-c2ccccc2Cl)c1C(=O)Nc1ccc(S(=O)(=O)NCC2CCCO2)cc1 (stereo not drawn)
-4.0&-10.3	CC(=O)Nc1cccc(NC(=O)CSc2nc(C)c(C)c(C)c2C#N)c1
-4.2	CCC1(C)OC(c2ccc(Br)cc2)=Nc2ccccc21 (stereo not drawn)
-2.4	CN1C(=O)c2ccccc2C(C(=O)NCCC2=CCCCC2)C1c1cccs1 (stereo not drawn)
2.6	CNC(=O)CN1C(=O)COc2ccc(C(C)(C)C)cc21
-10.4	Cc1ccc(NC(=O)c2oc3ccc(S(=O)(=O)N4CC(C)CC(C)C4)cc3c2C)cc1Cl (stereo not drawn)
8.8	CCOc1ccc(C2C3=C(CC(C)(C)CC3=O)Nc3nc(SC)nn32)c(OC)c1 (stereo not drawn)
-4.2	Cc1onc(-c2ccccc2)c1C(=O)Nc1cccc(C#N)c1
-16.9	CCCCNC(=O)CC1N=C2c3ccccc3N=C(SCc3ccc([N+](=O)[O-])cc3)N2C1=O (stereo not drawn)
-6.4	CCOc1ccc(NC(=O)CSc2nnc(C)n2CCCOC)cc1
-7.4	CCOC(=O)Cn1nc(-c2ccccc2)c2ccccc2c1=O
-4.2	O=C(CC1SCCNC1=O)Nc1cccc(C(F)(F)F)c1 (stereo not drawn)
0.9	CCOc1ccc(Nc2cc(-n3nc(C)cc3-c3ccccc3)ncn2)cc1
-4.5	COc1cc(NC(=O)c2cc3c(=O)n(C)c4ccccc4c3n2C)cc(OC)c1OC
-3.1	CN(CC(=O)N1CC(=O)N(CCc2ccccc2)C(=O)C1)S(=O)(=O)c1cccc2nsnc12
-3.1	O=C1OCCN1CCN(CN1C(=O)CCC1=O)CN1C(=O)CCC1=O
2.5	CCOc1ccccc1N1CCN(C(=O)Nc2ccc(F)c(Cl)c2)CC1
-97.9	O=C(CN1C=C(c2ccc3ccccc3n2)Cc2ccccc21)c1ccccc1
3.0	COc1cccc(NC(=O)N(C2CCCCCC2)C2CCN(C(C)=O)CC2)c1
-4.9	CC1CCC(NC(=O)C2c3ccccc3C(=O)N2Cc2ccccc2Cl)CC1 (stereo not drawn)
-11.2	Cc1ccc(OCCC(=O)OCC(=O)N2c3ccccc3CC2C)cc1 (stereo not drawn)
11.6	Cc1sc(NC(=O)c2cc([N+](=O)[O-])ccc2Cl)nc1-c1ccccc1
-4.8	CC1CCC2C(=O)N(c3ccc(N4CC5CC(C4)c4cccc(=O)n4C5)c([N+](=O)[O-])c3)C(=O)C2C1 (stereo not drawn)
-108.9	OC(C#CC12CC3CC(CC(C3)C1)C2)c1cccs1 (stereo not drawn)
-16.5	COCC(C)N=Cc1c(O)[nH]c2ccccc12 (stereo not drawn)
-3.2	COCCOC(=O)C1=C(C)NC(=O)CC1c1ccccc1OCc1ccccc1 (stereo not drawn)
2.4	CCOC(=O)c1ccc(N2C(=O)CC(C(=O)OC)=C2C)cc1
-1.2	O=C1Oc2ccc3ccccc3c2C1(O)C(F)(F)F (stereo not drawn)
-0.4	CCNc1nc2c(c(=O)[nH]c(=O)n2C)n1CC(O)COc1ccc(Cl)cc1 (stereo not drawn)
3.4	Cc1ccc(-n2c(-c3ccccc3)cn3c4c(=O)n(C)c(=O)n(C)c4nc23)cc1Br
-10.8	CC(C)Cn1cc(F)c(=O)[nH]c1=O
-5.5	Oc1ccc(Nc2nc(N3CCCC3)c3ccccc3n2)cc1
-8.5	CC(C)OCC(O)CN (stereo not drawn)
-9.5	COc1ccccc1CNS(=O)(=O)c1ccc(F)c(C(=O)Nc2ccc(Br)cc2)c1
6.4	O=C(NCCCN1CCOCC1)c1cccc(N2CCCC2=O)c1
-9.7	CCOC(=O)c1c(NC(=O)CSc2nc3ccccc3o2)sc2c1CCC2
-88.3	O=C(NCc1cccnc1)c1ccc2c(c1)ncn2-c1ccc(OCc2ccccc2)cc1
-4.6	COc1ccc(/C(O)=C2\C(=O)C(=O)N(CCCn3ccnc3)C2c2cccnc2)cc1 (stereo not drawn)

Structures from the list above that contain a thiophene ring, fused or not (four):
14-3-3g Raf	canonical_smiles
-145.6	N#CC1(C#N)C(c2ccc(Cl)cc2)C(C(=O)c2cccs2)N2c3ccccc3C=CC21 (stereo not drawn)
-2.4	CN1C(=O)c2ccccc2C(C(=O)NCCC2=CCCCC2)C1c1cccs1 (stereo not drawn)
-108.9	OC(C#CC12CC3CC(CC(C3)C1)C2)c1cccs1 (stereo not drawn)
-9.7	CCOC(=O)c1c(NC(=O)CSc2nc3ccccc3o2)sc2c1CCC2

New compounds follow
14-3-3g Raf	canonical_smiles
-0.3	O=C(CCS(=O)(=O)c1ccc(Cl)cc1)Oc1ccc2c(c1)OCO2
4.6	CCCCN1CN(Cc2ccccc2)CNC1=S
-8.4&-0.7	Cc1ccc(-n2ncc3c(N4CCCC(C)C4)ncnc32)c(C)c1 (stereo not drawn)
-4.9	Cc1cc(C)n(-c2ccc(Cl)c(C(=O)OCC(=O)N3CCCCC3C)n2)n1 (stereo not drawn)
-0.5	O=C(Nc1ccc(-c2cn3ccccc3n2)cc1)c1ccc(Br)cc1
-2.5	CCOC(=O)c1cnn(CCOC(=O)Cc2cccs2)c1NC(=O)Cc1cccs1
2.9	O=[N+]([O-])c1c(NCCO)cc(Nc2ccc(F)cc2)c2nonc12
5.3	COCCNC(=O)c1cc2cc3ccc(OC)cc3nc2o1
2.3	CCOc1ccc(Cc2nc(C)c(CC(N)=O)c(=O)[nH]2)cc1
-14.3	COCCN1C(=O)c2ccccc2C(C(=O)Nc2ccc(Oc3ccccc3)cc2)C1c1cn(C)c2ccccc12 (stereo not drawn)
-0.3	Cc1cccc(Cc2c(C)nc3c(C(=O)N(C)CCC#N)c[nH]n3c2=O)c1
-9.4	CC(=O)NCCOc1nc(N(C)C)nc(N2CCOCC2)n1

Rewritten as labelled records: 2 of the compounds above
Molecule: Cc1ccc(-n2ncc3c(N4CCCC(C)C4)ncnc32)c(C)c1 (stereo not drawn)
  14-3-3g Raf: -8.4&-0.7
Molecule: Cc1cc(C)n(-c2ccc(Cl)c(C(=O)OCC(=O)N3CCCCC3C)n2)n1 (stereo not drawn)
  14-3-3g Raf: -4.9

Going on with the list:
14-3-3g Raf	canonical_smiles
-53.0	COc1ccc(C2Nc3ccccc3C(=O)N2c2ccc(F)cc2)cc1Cn1cc([N+](=O)[O-])cn1 (stereo not drawn)
-2.0	CC(C)CC1NC2(C(=O)N(C)c3ccccc32)C2C(=O)N(C(C)C)C(=O)C12 (stereo not drawn)
8.6	CC1=C(C(=O)OC(C)C)C(c2ccc(Br)cc2)C2=C(CC(c3ccccc3)CC2=O)N1 (stereo not drawn)
-4.3	O=C1c2cccnc2C(=O)N1c1cccc([N+](=O)[O-])c1
-1.5	Cc1ccc(-c2nc(NCc3ccccc3Cl)c3ccccc3n2)cc1
1.9	N#Cc1c(N)nc2c(c1-c1ccc([N+](=O)[O-])cc1)CCCCC2
1.7	CCCSCCCNC(=O)CC1Oc2ccccc2NC1=O (stereo not drawn)
-5.4	COc1ccccc1N1C(=O)CN(Cc2cc(OC)c(OC)c(OC)c2)C1=S
-9.3	CCCCCCc1ccc(C(=O)Nc2nnc(CC)s2)cc1
0.1	CC(=O)Nc1ccc2c(c1)CCN2C(C)=O
-10.6	O=C(Nc1ccc(S(=O)(=O)N2CCCCC2c2cccnc2)cc1)c1ccccc1I (stereo not drawn)
10.3	COc1ccc(C(=O)/C=C/Nc2cc(C)on2)c(OC)c1
-9.6	O=C(Nc1ccc(F)cc1)c1ccc(Br)o1
-3.6	CCCOc1ccccc1C1Nc2ccccc2NC2=C1C(=O)CC(C)(C)C2 (stereo not drawn)
2.3	COc1ccc2oc(=Nc3cccc(F)c3)c(C(=O)Nc3ccccc3)cc2c1
-11.5	Nc1ccc(NC(=O)c2ccco2)cc1
-0.2	COCCn1c(SCc2c(F)cccc2Cl)nc2c1c(=O)[nH]c(=O)n2C
-17.6	O=C(Nc1c2c(nn1-c1ccc(Cl)cc1)CS(=O)(=O)C2)c1ccc(S(=O)(=O)N2CCCC2)cc1
2.0	COC(=O)c1ccc(NC(=O)CSc2nnc(-c3ccncc3)n2C)cc1
-16.0	Cc1cccc(-n2c(C)nc3cc(C(=O)NC4CCCC4)ccc32)c1
-16.0	O=C(NCCCCNC(=O)c1cccc([N+](=O)[O-])c1)c1cccc([N+](=O)[O-])c1
4.8	Cc1cc(C)c(S(=O)(=O)N2CCCCC2C(=O)O)c(C)c1 (stereo not drawn)
-37.8	O=[N+]([O-])c1ccc2nc(-c3ccc(O)cc3)[nH]c2c1
-11.7	O=C(NCCc1ccccc1)C1C2C=CC3(CN(Cc4ccccc4Cl)C(=O)C13)O2 (stereo not drawn)
-1.2	O=[N+]([O-])c1cccc(S(=O)(=O)Nc2ccc3ccccc3n2)c1
0.2	CN1CCN(S(=O)(=O)c2ccc(NC(=O)c3cccs3)cc2)CC1
-23.1	O=C(NCc1ccccc1)c1ccc2c(=O)[nH]c3c(C(=O)NCC4CCCO4)sc(=S)n3c2c1 (stereo not drawn)
-30.4	O=C1C(=O)N(Cc2ccc(CN3C(=O)C(=O)c4ccccc43)cc2)c2ccccc21
-12.1	COCCOC(=O)C1=C(C)N=C2SC(C)C(=O)N2C1c1ccc(C(C)(C)C)cc1 (stereo not drawn)
-1.3	O=C(Cn1nnc2c(cnn2-c2ccccc2)c1=O)N1CCN(c2ccccc2F)CC1
7.5	COc1ccc(N2C(=O)CSC23C(=O)Nc2ccccc23)cc1 (stereo not drawn)
-5.3	CCCCNC(=O)CC1N=C2c3ccccc3N=C(SCC(=O)Nc3ccc(OC)cc3)N2C1=O (stereo not drawn)
-4.3	CCNS(=O)(=O)c1ccc(NC(=O)Cn2nc(C(F)(F)F)cc2C)cc1
1.5	Cc1ccccc1NC(=O)c1cccc(S(=O)(=O)Nc2ccc(Cl)cc2)c1
8.6	CCOC(=O)c1c(N)nn(C(=O)C(C)C)c1-c1ccccc1
-5.1	Cc1ccc(-n2c(Cc3cccn3C)nnc2SCC(=O)Nc2ccc3c(c2)OCO3)cc1

Looked up above.
Under 14-3-3g Raf, CCNS(=O)(=O)c1ccc(NC(=O)Cn2nc(C(F)(F)F)cc2C)cc1 has -4.3
Under 14-3-3g Raf, O=C1C(=O)N(Cc2ccc(CN3C(=O)C(=O)c4ccccc43)cc2)c2ccccc21 has -30.4
Under 14-3-3g Raf, Cc1ccccc1NC(=O)c1cccc(S(=O)(=O)Nc2ccc(Cl)cc2)c1 has 1.5
Under 14-3-3g Raf, COCCOC(=O)C1=C(C)N=C2SC(C)C(=O)N2C1c1ccc(C(C)(C)C)cc1 (stereo not drawn) has -12.1

Later entries
14-3-3g Raf	canonical_smiles
18.9	O=C(NCc1n[nH]c(=S)n1-c1cccc(C(F)(F)F)c1)c1ccccc1
-5.0	CC(C)C(=O)N1CCN(c2ccc(NC(=O)c3ccc(Br)o3)cc2)CC1
-7.7	CCOC(=O)c1c(-c2ccccc2Cl)csc1NC(=O)c1cccnc1
-5.6	Brc1ccc(NCc2ccncc2)c2ccccc12
3.4	COCCCNS(=O)(=O)c1ccc2c(c1)CCN2C(=O)C1CCC1
-55.7	CCOC(=O)c1c(N=Cc2cc([N+](=O)[O-])cc(OCC)c2O)sc2c1CCCC2
-1.5	NS(=O)(=O)c1ccc(CCNC(=O)CCS(=O)(=O)c2ccc(Br)cc2)cc1
-9.8	CCOc1ccc2[nH]c(=O)c(CN(Cc3ccco3)C(=O)c3cccc(F)c3)cc2c1
3.6	CCOC(=O)CSc1nc2c(c(=O)[nH]c(=O)n2C)n1CC(N)=O
-9.9	Cc1ccc(-c2nnc(Nc3ccc(F)cc3)c3ccccc23)cc1S(=O)(=O)N1CCN(C)CC1
-1.8	Cc1c(Cl)cccc1NC(=O)CSc1nc2ccccc2s1
-6.9	CC1CC(C)CN(S(=O)(=O)c2ccc3c(c2)c(=O)n(C)c(=O)n3C)C1 (stereo not drawn)
-0.3	CCC(=O)N1N=C(c2ccc(OC)c(OC)c2)CC1c1ccc(CC)cc1 (stereo not drawn)
-4.5	O=C1Nc2ccc(Br)cc2C(O)(C(=O)NCc2cccs2)N1c1ccc(Cl)cc1 (stereo not drawn)
-7.7	CSc1cccc(NC(=O)C2C3C=CC4(O3)C2C(=O)N(Cc2ccccc2Cl)C4C(=O)NC2CCCC(C)C2C)c1 (stereo not drawn)
2.9	CCOC(=O)Cn1c(Cl)cc(=O)n(C)c1=O
3.2	O=C(NCCc1ccccc1F)C1CCCN1S(=O)(=O)c1ccccc1 (stereo not drawn)
1.1	CCOc1cccc2c1OC(c1ccccc1Cl)N1N=C(c3cccnc3)CC21 (stereo not drawn)
5.6	COc1ccc(C2SCCN2S(=O)(=O)c2ccc([N+](=O)[O-])cc2)cc1Br (stereo not drawn)
9.8	O=S(=O)(c1ccccc1)c1nc(-c2ccc(Cl)cc2)oc1N1CCOCC1
1.9	CN(C)C(=O)/N=N/C(=O)N(C)C
-5.6	CCc1ccccc1NS(=O)(=O)c1ccc2[nH]cc(C(=O)NCc3ccc4c(c3)OCO4)c(=O)c2c1
6.3	CC1(C)CC(=O)C2=C(C1)N(CC1CCCO1)C(=O)NC2(C(F)(F)F)C(F)(F)F (stereo not drawn)
-7.4	OC1(C(F)(F)F)CC(c2ccccc2)=NN1 (stereo not drawn)
